IDE exosite FP: exo-site inhibitors of human IDE, primary screen, biochemical, fluorescence anisotropy, probe displacement; Insulin-degrading enzyme (Homo sapiens), P14735; purified IDE, FL-6b probe fluorescence polarization; active compounds read low; z-score at 20 µM; 6.3% of 17,000 active;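 active = z-score of -3 or lower, meaning strong loss of probe binding signal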;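 note: His-tagged human IDE residues 42-1019 made in E. coli with 30 nM FL-6b probe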
Target sequence (P14735 42-1019 limits assumed): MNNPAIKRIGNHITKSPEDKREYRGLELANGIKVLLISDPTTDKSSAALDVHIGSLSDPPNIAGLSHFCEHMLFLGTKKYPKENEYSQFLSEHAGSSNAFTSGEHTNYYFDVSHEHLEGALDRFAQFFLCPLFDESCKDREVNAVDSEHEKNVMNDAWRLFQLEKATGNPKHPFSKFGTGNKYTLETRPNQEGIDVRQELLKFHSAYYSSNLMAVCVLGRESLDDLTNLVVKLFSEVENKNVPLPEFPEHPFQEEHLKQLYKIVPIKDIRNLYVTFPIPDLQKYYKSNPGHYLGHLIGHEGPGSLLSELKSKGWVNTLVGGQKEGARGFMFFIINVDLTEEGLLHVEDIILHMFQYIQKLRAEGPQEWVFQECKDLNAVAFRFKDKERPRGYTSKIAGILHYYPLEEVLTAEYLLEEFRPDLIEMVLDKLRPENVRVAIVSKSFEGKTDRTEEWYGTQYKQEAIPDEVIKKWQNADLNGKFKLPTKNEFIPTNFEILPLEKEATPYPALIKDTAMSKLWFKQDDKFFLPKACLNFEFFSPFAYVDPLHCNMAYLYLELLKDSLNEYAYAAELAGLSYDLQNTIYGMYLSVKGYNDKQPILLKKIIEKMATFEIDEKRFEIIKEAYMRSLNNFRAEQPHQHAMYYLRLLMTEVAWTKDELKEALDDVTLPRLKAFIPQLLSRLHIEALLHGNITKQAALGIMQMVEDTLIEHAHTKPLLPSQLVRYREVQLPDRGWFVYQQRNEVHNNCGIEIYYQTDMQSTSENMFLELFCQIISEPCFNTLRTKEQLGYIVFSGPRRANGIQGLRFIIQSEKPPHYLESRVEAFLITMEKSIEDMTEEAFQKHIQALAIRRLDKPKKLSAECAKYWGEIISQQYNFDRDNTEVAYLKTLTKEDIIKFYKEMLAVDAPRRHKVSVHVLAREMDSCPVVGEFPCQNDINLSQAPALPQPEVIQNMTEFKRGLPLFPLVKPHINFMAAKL
An asterisk follows results filed as active; & = joins results of further samples.

SMILES	IDE exosite FP
Cc1cccc(S(=O)(=O)N2CCCCN3[C@H](CO)[C@@H](c4ccc(C#C[C@H](C)O)cc4)[C@@H]3C2)c1	-1.3
C[C@H](CO)N1C[C@H](C)[C@H](CN(C)S(=O)(=O)c2cn(C)cn2)Oc2ccc(NC(=O)C3CC3)cc2CC1=O	0.83
CC(C)N(C[C@@H]1[C@@H](c2ccccc2)[C@H](CO)N1S(C)(=O)=O)C(=O)CN(C)C	-0.16
Cn1cnc(CCNC(=O)C[C@@H]2CC[C@H]3[C@@H](COC[C@@H](O)CN3C(=O)Nc3ccc(C(F)(F)F)cc3)O2)c1	1.2
O=C(C[C@@H]1CC[C@@H]2[C@H](COC[C@@H](O)CN2S(=O)(=O)c2cccc(Cl)c2)O1)N1CCOCC1	0.83
COc1ccc(-c2ccc([C@H]3[C@H](C#N)N[C@H]3CO)cc2)cc1	0.57
C[C@H](CO)N1C[C@H](C)[C@H](CN(C)C(=O)Nc2cccc(Oc3ccccn3)c2)OCc2cnnn2CCCC1=O	0.23
C/C=C/c1ccc([C@H]2[C@@H](CN(C)C(C)=O)N(C(=O)NC(C)C)[C@H]2CO)cc1	1.2
O=C(c1cccc(F)c1)N1CC(=O)N2[C@@H](CO)[C@H](c3ccc(C#Cc4ccc(F)cc4)cc3)[C@@H]2C1	3.4
O=C(C[C@H]1CC[C@@H](NS(=O)(=O)c2ccccc2F)[C@@H](CO)O1)NCCCN1CCOCC1	0.82
CCCNC(=O)N1[C@@H](C#N)[C@@H](c2ccc(C#Cc3ccc(F)cc3)cc2)[C@@H]1CO	5.4
C[C@H](O)C#Cc1ccc([C@@H]2[C@H](CO)N3CCCCN(C(=O)Nc4ccccc4)C[C@@H]23)cc1	0.61
O=S(=O)(c1ccc(F)cc1)N1CCCCN2[C@H](CO)[C@@H](c3ccc(-c4cncnc4)cc3)[C@H]2C1	-0.15
C[C@H](O)C#Cc1ccc([C@@H]2[C@@H](CO)N3CCCCN(S(=O)(=O)Cc4ccccc4)C[C@H]23)cc1	2.9
C[C@@H]1CN([C@@H](C)CO)C(=O)c2cc(NS(=O)(=O)c3cn(C)cn3)ccc2O[C@@H]1CN(C)S(=O)(=O)c1ccc(F)cc1	0.11
CC(C)NC(=O)NCC[C@@H]1CC[C@H](NS(=O)(=O)c2ccc(Oc3ccccc3)cc2)[C@H](CO)O1	0.99
COC(=O)C[C@H]1CC[C@@H]2[C@@H](COc3ccc(NC(=O)Nc4c(C)noc4C)cc3C(=O)N2C)O1	0.36
COCC#Cc1ccc([C@@H]2[C@H](CO)N3CCCCN(Cc4ccncc4)C[C@@H]23)cc1	2.3
C[C@@H]1CN([C@@H](C)CO)C(=O)c2cc(NC(=O)CCCN(C)C)ccc2O[C@@H]1CN(C)Cc1ccc(Cl)c(Cl)c1	0.94
COc1ccc(S(=O)(=O)N2CCCCN3[C@@H](CO)[C@H](c4ccc(C#CC5CC5)cc4)[C@@H]3C2)cc1	3.3

12 compounds from above, sorted by molecular weight, highest first.
SMILES	IDE exosite FP
C[C@@H]1CN([C@@H](C)CO)C(=O)c2cc(NS(=O)(=O)c3cn(C)cn3)ccc2O[C@@H]1CN(C)S(=O)(=O)c1ccc(F)cc1	0.11
C[C@@H]1CN([C@@H](C)CO)C(=O)c2cc(NC(=O)CCCN(C)C)ccc2O[C@@H]1CN(C)Cc1ccc(Cl)c(Cl)c1	0.94
C[C@H](CO)N1C[C@H](C)[C@H](CN(C)C(=O)Nc2cccc(Oc3ccccn3)c2)OCc2cnnn2CCCC1=O	0.23
O=C(C[C@@H]1CC[C@@H]2[C@H](COC[C@@H](O)CN2S(=O)(=O)c2cccc(Cl)c2)O1)N1CCOCC1	0.83
O=S(=O)(c1ccc(F)cc1)N1CCCCN2[C@H](CO)[C@@H](c3ccc(-c4cncnc4)cc3)[C@H]2C1	-0.15
COc1ccc(S(=O)(=O)N2CCCCN3[C@@H](CO)[C@H](c4ccc(C#CC5CC5)cc4)[C@@H]3C2)cc1	3.3
O=C(C[C@H]1CC[C@@H](NS(=O)(=O)c2ccccc2F)[C@@H](CO)O1)NCCCN1CCOCC1	0.82
C[C@H](O)C#Cc1ccc([C@@H]2[C@@H](CO)N3CCCCN(S(=O)(=O)Cc4ccccc4)C[C@H]23)cc1	2.9
COCC#Cc1ccc([C@@H]2[C@H](CO)N3CCCCN(Cc4ccncc4)C[C@@H]23)cc1	2.3
CC(C)N(C[C@@H]1[C@@H](c2ccccc2)[C@H](CO)N1S(C)(=O)=O)C(=O)CN(C)C	-0.16
CCCNC(=O)N1[C@@H](C#N)[C@@H](c2ccc(C#Cc3ccc(F)cc3)cc2)[C@@H]1CO	5.4
C/C=C/c1ccc([C@H]2[C@@H](CN(C)C(C)=O)N(C(=O)NC(C)C)[C@H]2CO)cc1	1.2

(next part)
SMILES	IDE exosite FP
Cc1cccc(S(=O)(=O)N[C@@H]2CC[C@H](CCNC(=O)Nc3cc(F)ccc3F)O[C@@H]2CO)c1	1.5
O=C(NC[C@H]1N[C@H](CO)[C@@H]1c1ccc(-c2ccccc2)cc1)C1CCC1	-3.5*
O=S(=O)(c1ccccc1F)N1CCCCN2[C@H](CO)[C@H](c3ccc(-c4cccnc4)cc3)[C@@H]2C1	0.54
O=S(=O)(c1ccccc1F)N1CCCCN2[C@H](CO)[C@@H](c3ccc(-c4cccnc4)cc3)[C@@H]2C1	-7.7*
CO[C@@H]1CN(C)C(=O)c2ccc(NC(C)=O)cc2OC[C@H](C)N(Cc2cccc(F)c2)C[C@H]1C	-0.62
O=C(CN1CCOCC1)N1CC(=O)N2[C@H](C1)[C@H](c1ccc(/C=C/c3ccccc3)cc1)[C@@H]2CO	-5.5*
CC=Cc1ccc2n(c1=O)C[C@@H]1[C@@H](CO)[C@H](C(=O)N[C@@H](C)c3ccccc3)[C@H]2N1Cc1cncnc1 (mixture of isomers)	0.11
CCC(=O)N1CC(=O)N2[C@H](CO)[C@H](c3ccc(C#Cc4cccnc4)cc3)[C@H]2C1	2.1
N#C[C@H]1[C@@H](c2ccccc2-c2ccccc2F)[C@H](CO)N1C(=O)c1ccccn1	0.89
CC(C)CC#Cc1ccc([C@@H]2[C@H](CO)N3CCCCN(C(=O)NC4CCCC4)C[C@@H]23)cc1	0.7
C[C@H](O)C#Cc1ccc([C@@H]2[C@@H](CO)N3CCCCN(C(=O)c4ccncc4)C[C@H]23)cc1	2.4
COCC(=O)N1CC(=O)N2[C@H](C1)[C@H](c1ccc(-c3ccccc3F)cc1)[C@@H]2CO	0.35
CCCNC(=O)N1CC(=O)N2[C@@H](CO)[C@H](c3ccc(C#CCC4CCCC4)cc3)[C@@H]2C1	1.2
CCC(=O)N(CC(C)C)C[C@@H]1[C@@H](c2ccccc2)[C@@H](CO)N1S(C)(=O)=O	1.3
C/C=C/c1ccc(C2[C@H]3CNC[C@@H]2N3Cc2cccc(F)c2)cc1 (stereo partly drawn)	-0.44&1.2
CO[C@@H]1CN(C)C(=O)c2cc(NS(C)(=O)=O)ccc2OC[C@H](C)N(Cc2cncnc2)C[C@@H]1C	1.1
C[C@H]1CN([C@@H](C)CO)C(=O)CCCn2nncc2CO[C@H]1CN(C)C(=O)Nc1ccnc(N2CCOCC2)c1	-0.085
COc1ccc(C(=O)N2C[C@@H]3[C@H](c4ccccc42)[C@@H](CO)N3C(=O)NC(C)C)cc1	3
CCCC#Cc1ccc([C@H]2[C@@H](CO)N3C(=O)CN(C(=O)c4ccncc4)C[C@H]23)cc1	0.28
N#C[C@H]1[C@@H](c2ccc(C3=CCCCC3)cc2)[C@H](CO)N1S(=O)(=O)c1ccccc1	-0.075
COc1ccc(-c2ccccc2[C@@H]2[C@@H](C#N)N(C(=O)c3cccnc3)[C@@H]2CO)cc1	0.49
O=C(Nc1ccc(F)cc1)N1[C@@H]2CNc3ccccc3[C@@H]2[C@@H]1CO	2.3
CCC(=O)N1[C@H](CO)[C@@H](c2ccccc2)[C@@H]1CN(C)C(=O)c1ccccc1F	1
COCC(=O)N1[C@@H](C#N)[C@H](c2ccccc2-c2cccc(F)c2)[C@@H]1CO	3
CN(C)C(=O)c1ccc(-c2ccccc2[C@H]2[C@H](C#N)N(C(=O)C3CCCCC3)[C@H]2CO)cc1	-0.29
C[C@@H]1CCCCO[C@@H](CN(C)Cc2ccc(C(F)(F)F)cc2)[C@@H](C)CN([C@@H](C)CO)C(=O)c2cc(NC(=O)Nc3cccc4ccccc34)ccc2O1	0.41
COc1ccccc1-c1ccc(C2[C@H]3CNC[C@@H]2N3Cc2cc(-c3ccccc3)on2)cc1 (stereo partly drawn)	-1.1
C[C@@H]1CN([C@@H](C)CO)C(=O)c2cc(NC(=O)C3CCCCC3)ccc2O[C@@H]1CN(C)Cc1ccc2c(c1)OCO2	0.97
C[C@H]1CCCCO[C@@H](CN(C)C(=O)Cc2ccccc2)[C@@H](C)CN([C@@H](C)CO)C(=O)c2cc(NS(C)(=O)=O)ccc2O1	1
C[C@@H]1CN([C@H](C)CO)C(=O)c2cc(NS(C)(=O)=O)ccc2O[C@@H](C)CCCCO[C@@H]1CN(C)C(=O)Cc1ccccc1	1.3
O=C(Nc1ccc2c(c1)OCO2)N1C[C@@H]2N[C@H](C1)C2c1ccc(-c2ccccc2)cc1 (stereo partly drawn)	-0.18
COc1ccc(C#Cc2ccc([C@H]3[C@@H](CO)N4CCCCN(C(=O)c5ccncc5)C[C@H]34)cc2)cc1	3.4
CN(C)C(=O)c1cccc(-c2ccccc2[C@@H]2[C@@H](C#N)N(C(=O)C3CCC3)[C@@H]2CO)c1	3.7
O=C(C[C@H]1CC[C@H]2[C@@H](COC[C@@H](O)CN2C(=O)c2ccccc2F)O1)NCc1ccc(Cl)c(Cl)c1	-1.5
C[C@@H]1CN([C@@H](C)CO)S(=O)(=O)c2ccc(C#CCC3CCCC3)cc2O[C@H]1CN(C)C(=O)c1cnccn1	0.01
COc1ccccc1-c1ccc([C@@H]2[C@@H](C#N)N(C(=O)C3CCC3)[C@H]2CO)cc1	-5.2*
CCC(=O)N1CCCCN2[C@H](C1)[C@H](c1ccc(-c3cccc(C(=O)N(C)C)c3)cc1)[C@@H]2CO	2.9
CC(C)[C@@H]1COCn2nncc2CCCC(=O)N1	1
CC(=O)N1[C@H](CO)[C@H](c2ccccc2)[C@H]1CN(C(=O)c1cccc(F)c1)C(C)C	0.68
C/C=C/c1ccc([C@H]2[C@@H](CO)N3CCCCN(S(=O)(=O)c4ccc(F)cc4)C[C@H]23)cc1	4.4
C/C=C/c1ccc([C@@H]2[C@H](CO)N3CCCCN(C(=O)Nc4ccc(OC)cc4)C[C@@H]23)cc1	3.4
C/C=C/c1ccc([C@H]2[C@@H](CO)N(C(=O)CN(C)C)[C@H]2CN(C)C(C)=O)cc1	3
CC(C)[C@@H]1CCc2cnnn2COC[C@H](Cc2ccccc2)NC1=O	-0.78
C[C@@H]1CN([C@H](C)CO)C(=O)c2cc(-c3cccc(C#N)c3)cnc2O[C@H]1CN(C)C(=O)C1CCOCC1	-1.5
CN(C)CC(=O)N1[C@H](C#N)[C@@H](c2ccc(C#Cc3cccnc3)cc2)[C@H]1CO	3.6
COc1ccc(S(=O)(=O)N2CC[C@@H]3[C@H]2c2cc(Br)ccc2N[C@@H]3CO)cc1	-0.061
CCS(=O)(=O)N1CCCCN2[C@@H](CO)[C@@H](c3ccc(-c4ccccc4C)cc3)[C@@H]2C1	-14*
Cc1ccccc1-c1ccc([C@@H]2[C@H](CO)N3CCCCN(C(=O)c4cccnc4)C[C@@H]23)cc1	-8.4*
CC(=O)NC[C@H]1[C@H](c2ccccc2)[C@H](CO)N1C(=O)Cc1ccncc1	0.27
N#C[C@H]1[C@@H](c2ccc(-c3ccccc3F)cc2)[C@H](CO)N1C(=O)C1CCC1	-0.67

New compounds follow
SMILES	IDE exosite FP
C[C@@H]1CN([C@@H](C)CO)C(=O)CCCn2nncc2CO[C@@H]1CN(C)Cc1ccc2cccnc2c1	0.047
CCCNC(=O)N1CC2(C1)CN(Cc1ccc(F)cc1)[C@H](CO)c1[nH]c3cc(OC)ccc3c12	0.53
COc1ccccc1NC(=O)N1[C@@H](C#N)[C@@H](c2ccccc2)[C@@H]1CO	-0.27
N#Cc1ccc(-c2ccc([C@@H]3[C@@H](CO)N4C(=O)CN(C(=O)C5CCCCC5)C[C@H]34)cc2)cc1	0.089
Cc1ccc(-c2ccc([C@H]3[C@H]4CN(C(=O)CN5CCOCC5)CC(=O)N4[C@H]3CO)cc2)cc1	0.4
COc1cccc(NC(=O)N2CC(=O)N3[C@@H](CO)[C@H](c4ccc(C#CC5CCCCC5)cc4)[C@@H]3C2)c1	2.3
CO[C@@H]1CN(C)C(=O)c2ccc(NC(=O)Nc3ccccc3F)cc2OC[C@@H](C)N(CC2CC2)C[C@H]1C	-0.2
CC(=O)N1[C@H](CN(C)C(=O)C2CCC2)[C@@H](c2ccccc2)[C@@H]1CO	3
CN(C[C@@H]1[C@@H](c2ccccc2)[C@@H](CO)N1Cc1ccccn1)S(C)(=O)=O	-1.8
CCC(=O)N1CCCCN2[C@H](CO)[C@H](c3ccc(C#CCOC)cc3)[C@@H]2C1	1.3
O=C(C[C@@H]1CC[C@H]2[C@@H](COC[C@@H](O)CN2C(=O)Nc2ccccc2)O1)NCc1ccccc1F	1.6
Cc1noc(C)c1NC(=O)Nc1ccc2c(c1)C(=O)N([C@@H](C)CO)C[C@@H](C)[C@H](CN(C)S(=O)(=O)c1cccs1)OCCCC[C@H](C)O2	1
CC(C)NC(=O)N1CC[C@H]2[C@@H]1c1cc(C#Cc3ccccc3)ccc1N(C)[C@H]2CO	1.2
COCC#Cc1ccc([C@@H]2[C@@H](CO)N3CCCCN(Cc4ccccc4F)C[C@H]23)cc1	1.7
CC(=O)N1CC(=O)N2[C@H](CO)[C@@H](c3ccc(C#CC(C)C)cc3)[C@@H]2C1	-0.98
C[C@H](CO)N1C[C@H](C)[C@H](CN(C)C(=O)Nc2cccc(C(F)(F)F)c2)OCc2cn(nn2)CCCC1=O	-0.59
O=C(Nc1cccc(F)c1)N1CCCCN2[C@@H](CO)[C@H](c3ccc(C#CC4CC4)cc3)[C@@H]2C1	2.7
COc1cccc(-c2ccc(C3[C@H]4CNC[C@@H]3N4C(=O)Nc3ccccc3Cl)cc2)c1 (stereo partly drawn)	-1.8&-1.1
CCC(=O)N1CCCCN2[C@H](CO)[C@H](c3ccc(C#Cc4ccccc4)cc3)[C@@H]2C1	-8.8*
CNC(=O)C[C@H]1CC[C@H]2[C@H](COc3ccc(NS(=O)(=O)c4ccc(F)cc4)cc3C(=O)N2C)O1	-0.44

Source: PubChem

This is a subset; count on the stated rates, not on these rows.
